Bioassay records as filed in PubChem BioAssay.
HTT ATP protect = qHTS Multiplex Assay to Identify Dual Action Probes in a Cell Model of Huntington: Cytoprotection (ATP). PC12 HTT-Q103 induced, cytoprotection, ATP luminescence, 40 h. 0.14% of 230,000 active. Potency, µM (series often up to 56.4 µM), for inactives: cytoprotection (ATP increase), most hits filed as activators;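 also: potency is read from the fitted curve at half-maximal effect; % of control where 0% means no effect; nearly all actives have a fitted effect of over 45% in size; toxic huntingtin expression switched on by the ecdysone agonist tebufenozide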
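Quantitative HTS on tebufenozide-induced (100 nM) PC12 cells expressing HTTQ103 exon 1–GFP; compounds tested as a concentration series; survival measured via cellular ATP.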
GAA inh = qHTS Assay for Inhibitors of Human alpha-Glucosidase as a Potential Chaperone Treatment of Pompe Disease | Potency, µM (series often up to 76.9 µM), for inactives: top-dose activity change, negative = inhibition, most hits filed as inhibitors | Lysosomal alpha-glucosidase (Homo sapiens), P10253 | 0.005% of 200,000 active | purified human GAA, 4-MU-alpha-glucoside fluorescence;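 also: potency is read from the fitted curve at half-maximal effect; plate controls were uninhibited enzyme wells for no effect and no-enzyme background for full effect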
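AC50 values come from Hill fits of compound titrations (up to 77 uM) against 4 nM human enzyme. Substrate 4-methylumbelliferyl-alpha-D-pyranoside at 400 uM, pH 5.0 citrate buffer, 20 min room temperature; fluorescence Ex 365/Em 440 after alkaline stop.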
HTT aggregate = qHTS Multiplex Assay to Identify Dual Action Probes in a Cell Model of Huntington: Aggregate Formation (GFP); PC12 HttQ103-GFP aggregates, Acumen cytometry, 40 h; 1.1% of 220,000 active; Potency, µM (titrated, usually from 46.1 µM), without a hit: at the top dose activity change, negative = inhibition, hits mostly inhibitors; AID 1688, 2009; also: potency is read from the fitted curve at half-maximal effect; % is scaled to controls: 0 for no effect and ±100 for the full control effect; nearly all actives have a fitted effect of over 60% in size
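Inducible Q103 Huntingtin exon 1–GFP PC12 line, 1500 cells/well in phenol red free DMEM with 5% equine and 5% calf serum. Tebufenozide 100 nM induced expression; compounds titrated; aggregates quantified by cytometry.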
Lamin A splicing = qHTS Assay for Modulators of Lamin A Splicing | 0.01% of 200,000 active | AID 1487, 2009 | HeLa LMNA splicing GFP/RFP minigene ratio, 48 h | Potency, µM (top dose mostly 46.1 µM), inactives show top-dose ratio change, negative = inhibition, usual class: inhibitors; active = well fitted inhibition curve with a large enough effect in the signal ratio, with a control signal flat, not every such curve was filed as active; inconclusive = small, poorly fitted or top-dose-only effect, or effect the other way, or a change in a side signal; the % refers to the signal ratio; also: potency is read from the fitted curve at half-maximal effect; % is scaled to controls: 0 for no effect and ±100 for the full control effect
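S3 HeLa cells stably expressing lamin A-EGFP splicing minigene plus DsRed2, 600 cells/well, 48 h compound exposure at 37C. Laser-scanning cytometry; analysed as GFP (500-530 nm)/RFP (575-640 nm) total intensity ratio; 0.5% DMSO vehicle.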
GAA glycogen mod = qHTS Assay for Inhibitors and Activators of Human alpha-Glucosidase Cleavage of Glycogen. recombinant GAA, glycogen substrate, Amplex Red glucose oxidase fluorescence. Potency, µM (titrated, usually from 76.4 µM), for inactives: top-dose activity change, negative = inhibition, usual class: inhibitors. Lysosomal alpha-glucosidase (Homo sapiens), P10253. 0.38% of 300,000 active;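 also: potency is read from the fitted curve at half-maximal effect; 0% = full enzyme reaction and -100% = no-enzyme basal signal; the screen sought inhibitors and activators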
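Recombinant enzyme (4 nM final) with compounds titrated up to 77 uM and bovine liver glycogen (30 ug) in citrate pH 5.0, 0.01% Tween-20, 37 C 40 min. Released glucose detected by Amplex Red/glucose oxidase (Ex 573/Em 610); AC50 from Hill fits.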
aGlu spleen mod = qHTS Assay for Inhibitors and Activators of Human alpha-Glucosidase From Spleen Homogenate; human spleen homogenate, 4-MU-alpha-glucoside fluorescence; Potency, µM (titrated, usually from 79.9 µM), without a hit: at the highest dose activity change, negative = inhibition, usual class: inhibitors; 0.006% of 240,000 active; AID 2112, 2009;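 also: potency is read from the fitted curve at half-maximal effect; 0% = enzyme with vehicle and -100% = no enzyme basal signal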
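AC50 values come from Hill-equation fits of concentration-response data, normalized to no-enzyme and full-activity controls. Enzyme source: 1 ug human spleen homogenate; 1 mM fluorogenic 4-MU glucoside, pH 5.0 citrate buffer, 37 C, 40 min.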
CBFb-RUNX1 inh = qHTS Assay for Compounds Blocking the Interaction Between CBF-beta and RUNX1 for the Treatment of Acute Myeloid Leukemia | 230,000 tested, under 10 active | AlphaScreen CBFb-His/RUNX1-biotin binding, biochemical | Potency, µM (series often up to 59.8 µM), for the others: at the top dose activity, negative = inhibition, actives largely listed as inhibitors | Runt-related transcription factor 1 (Homo sapiens) + Core-binding factor subunit beta …; also: % of control where 0% means no effect
Target sequence (Q01196 whole entry, looked up): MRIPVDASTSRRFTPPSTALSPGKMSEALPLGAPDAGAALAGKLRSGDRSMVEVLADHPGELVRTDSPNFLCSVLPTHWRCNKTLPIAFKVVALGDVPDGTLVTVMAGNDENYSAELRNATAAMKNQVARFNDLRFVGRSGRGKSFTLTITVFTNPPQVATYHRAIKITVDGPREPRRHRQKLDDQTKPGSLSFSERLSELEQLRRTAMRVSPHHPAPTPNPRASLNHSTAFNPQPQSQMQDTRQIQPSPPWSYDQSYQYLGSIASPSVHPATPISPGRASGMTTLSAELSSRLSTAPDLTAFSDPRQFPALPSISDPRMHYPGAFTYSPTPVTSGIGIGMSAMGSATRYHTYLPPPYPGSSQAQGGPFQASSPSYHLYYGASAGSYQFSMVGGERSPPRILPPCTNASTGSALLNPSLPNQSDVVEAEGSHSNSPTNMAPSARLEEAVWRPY
Target sequence (Q13951 whole entry, looked up): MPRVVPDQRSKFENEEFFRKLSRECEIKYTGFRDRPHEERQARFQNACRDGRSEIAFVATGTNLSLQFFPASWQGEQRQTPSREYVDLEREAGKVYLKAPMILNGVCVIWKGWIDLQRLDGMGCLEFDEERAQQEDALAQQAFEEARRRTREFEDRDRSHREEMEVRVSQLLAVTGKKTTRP
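Proteins preincubated together for 20 min at RT before compound addition; 15 min later, nickel and streptavidin beads were added and left 90 min prior to AlphaScreen measurement.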
* = called active by the depositor; u = inconclusive; x = not tested or not shown; & = joins results of further samples; [ ] = remark or other dose. Unless noted, calls follow the shape of the dose curve; as a rule, active = well fitted curve in the direction sought with a large enough effect; inconclusive = small, poorly fitted or top-dose-only effect, or another doubt; inactive = no such curve, though single readings can be large; an effect the other way counts as inactive or inconclusive.

Values in the order – HTT ATP protect	GAA inh	HTT aggregate	Lamin A splicing	GAA glycogen mod	aGlu spleen mod	CBFb-RUNX1 inh
[1] CCCCNC(=O)CN1C(=O)CN=C(c2ccccc2)c2ccccc21
    22%[10 µM]	x	36%[9.22 µM]	x	-1%	5%	12%
[2] COP(=O)(OC)/C(C=O)=N/Nc1ccc([N+](=O)[O-])cc1
    -35%	-8%	-7%	x	3%	-23%	13%
[3] COc1ccc2c(c1)CC1(CN2C)C(=O)NC(=O)N(c2ccc(C)cc2)C1=O (stereo not given)
    -4%	u	-18%	4%	-6%	1%	2%
[4] O=C(O)CSC(=S)N1CC2CC(C1)c1cccc(=O)n1C2 (stereo not given)
    9%[10 µM]	-5%	2%[9.22 µM]	x	0%	4%	2%
[5] CN1C(=O)NC(=O)/C(=C\C=C\c2ccccc2[N+](=O)[O-])C1=O
    -8%	1%	u	u	-15%	6%	0%
[6] C=C(C)c1cc2cc(C(C)=O)c(O)cc2o1
    -37%[inhibitor]	x	x	u	x	1%&-5%	16%
[7] COc1ccccc1-c1[se]c2ccccc2c1I
    32%	x	x	x	x	2%	u
[8] CC1=C(C(=O)O)N2C(=O)[C@@H](NC(=O)CCCC(=O)O)[C@H]2SC1
    -1%[10 µM]	x	-17%[9.22 µM]	x	16%	1%	12%
[9] COc1ccc(OC)c(NP(=O)(Oc2ccc(Cl)cc2)Oc2ccc(Cl)cc2)c1
    17%[10 µM]	-4%	-16%	u	-3%	1%	-1%
[10] CC1(C)CSC(=NCc2ccccc2)N1
    8%	5%	-2%	x	-3%	6%	4%
[11] CCCC/C(C)=C/[C@@H](NP(=O)(c1ccccc1)c1ccccc1)c1ccccc1
    -40%[inhibitor]	u	-2%	-12%	1.3µM*	2%&-3%	-1%[2.36 µM]
[12] CCCCC/C=C\C/C=C\C/C=C\C/C=C\CCCC(=O)NCc1ccc(O)c(OC)c1
    -84%&-65%[inhibitor]	x	x	x	x	6%&-3%	6%&-1%
[13] C=CCn1c(O)c(/C=C/C=Nc2ccccc2)c(=O)[nH]c1=O
    x	u	21%	-1%	11%	-25%	1%
[14] Cc1cc(C=C2C(=O)N(C)C(=S)N(C)C2=O)c(C)n1C1CCCCC1
    -13%	-2%	1%	5%	3%	-1%	-11%
[15] CCC(C)NC(=O)c1c(N)n(CCCOC)c2nc3ccccc3nc12 (stereo not given)
    -15%	u	-18%	u	-4%	0%	27%

Numbers 14–15, reprinted for reference:
Values in the order – HTT ATP protect	GAA inh	HTT aggregate	Lamin A splicing	GAA glycogen mod	aGlu spleen mod	CBFb-RUNX1 inh
[14] Cc1cc(C=C2C(=O)N(C)C(=S)N(C)C2=O)c(C)n1C1CCCCC1
    -13%	-2%	1%	5%	3%	-1%	-11%
[15] CCC(C)NC(=O)c1c(N)n(CCCOC)c2nc3ccccc3nc12 (stereo not given)
    -15%	u	-18%	u	-4%	0%	27%

Following part:
Values in the order – HTT ATP protect	GAA inh	HTT aggregate	Lamin A splicing	GAA glycogen mod	aGlu spleen mod	CBFb-RUNX1 inh
[16] C=CCN1C(=O)c2ccccc2Sc2ccc(C(=O)N3CCC4(CC3)OCCO4)cc21
    -11%	-4%	-7%	-3%	0%	-13%	-4%
[17] O=C1NC(=O)N(c2ccccc2)C(=O)/C1=C/c1ccc2c(c1)Cc1ccccc1-2
    -14%	-10%	12%	21%[9.22 µM]	-2%	-8%	0%
[18] Cc1sc2c(c1C)C(c1ccc(C(C)(C)C)cc1)=NCC(=O)N2CC(=O)Nc1nccs1
    -14%	-7%	u	u	-6%	-11%	-17%
[19] Cc1cc(C(=O)N=Nc2c(O)n(C)c3ccccc23)c(C)o1
    -11%[10 µM]	4%	-8%	u	13%	-15%	-2%
[20] C=C1C([C@@]2(C)C(OC(C)=O)CC(=O)O[C@@](C)(COC(C)=O)C2CC(=O)OC)C(OC=O)C(OC(=O)C(OC(C)=O)C(C)CC)[C@]2(C)C(c3ccoc3)CC(=O)C12O (stereo not given in full)
    u	x	x	x	x	6%	-7%
[21] COc1ccc(-n2c(=O)[nH]c3ccccc3c2=O)c(OC)c1
    -23%[10 µM]	12%	-4%	-8%	6%	0%	22%
[22] O=C(CNS(=O)(=O)c1cccs1)N1CCC2(CC1)OCCO2
    4%	-1%	1%	5%	9%	-6%	0%
[23] CN(C)C(=O)NC(O)C(Cl)(Cl)Cl (stereo not given)
    -8%	-1%	-7%[9.22 µM]	14%	7%	-2%	4%
[24] Nc1c(C(=O)NCC2CCCO2)c2nc3ccccc3nc2n1Cc1ccco1 (stereo not given)
    -22%[10 µM]	x	-18%[9.22 µM]	x	x	9%	7%
[25] Cc1ccc(-n2c(C)cc(/C=C3/C(=O)NC(=O)N(C)C3=O)c2C)cc1
    17%[0.074 µM]	1%	0%	0%	2%	4%	-10%
[26] C[C@H](NC(=O)[C@@H](N)Cc1ccc(O)cc1)C(=O)N[C@@H](Cc1ccccc1)C(=O)NCC(=O)N[C@@H](Cc1ccc(O)cc1)C(=O)N1CCC[C@H]1C(=O)N[C@@H](CO)C(N)=O
    u	x	x	x	x	-3%	11%
[27] Cn1c(O)c(C(c2ccccn2)c2c(O)n(C)c(=S)[nH]c2=O)c(=O)[nH]c1=S
    -16%	4%	1%	6%	0%	-2%	u
[28] CCCC(C)C1(CC)C(=O)NC(=Nc2ccccc2)NC1=O (stereo not given)
    20%[10 µM]	8%	-28%	u	7%	-6%	4%
[29] Cc1ccc2c(c1)=NC(=O)/C(=C/c1c(O)[nH]c(=O)[nH]c1=O)C=2
    -3%[10 µM]	x	-4%[9.22 µM]	x	-5%	-1%	2%
[30] CCN1CCN(c2ccc([N+](=O)[O-])cc2C=C2C(=O)NC(=O)NC2=O)CC1
    -4%[10 µM]	-4%	16%	-7%	-5%	1%	-6%

5 records drawn at random from those above, as already listed:
Values in the order – HTT ATP protect	GAA inh	HTT aggregate	Lamin A splicing	GAA glycogen mod	aGlu spleen mod	CBFb-RUNX1 inh
[22] O=C(CNS(=O)(=O)c1cccs1)N1CCC2(CC1)OCCO2
    4%	-1%	1%	5%	9%	-6%	0%
[25] Cc1ccc(-n2c(C)cc(/C=C3/C(=O)NC(=O)N(C)C3=O)c2C)cc1
    17%[0.074 µM]	1%	0%	0%	2%	4%	-10%
[26] C[C@H](NC(=O)[C@@H](N)Cc1ccc(O)cc1)C(=O)N[C@@H](Cc1ccccc1)C(=O)NCC(=O)N[C@@H](Cc1ccc(O)cc1)C(=O)N1CCC[C@H]1C(=O)N[C@@H](CO)C(N)=O
    u	x	x	x	x	-3%	11%
[27] Cn1c(O)c(C(c2ccccn2)c2c(O)n(C)c(=S)[nH]c2=O)c(=O)[nH]c1=S
    -16%	4%	1%	6%	0%	-2%	u
[29] Cc1ccc2c(c1)=NC(=O)/C(=C/c1c(O)[nH]c(=O)[nH]c1=O)C=2
    -3%[10 µM]	x	-4%[9.22 µM]	x	-5%	-1%	2%

Continued:
Values in the order – HTT ATP protect	GAA inh	HTT aggregate	Lamin A splicing	GAA glycogen mod	aGlu spleen mod	CBFb-RUNX1 inh
[31] Cn1cc(C(=O)C(=O)N[C@H]2CN3CCC2CC3)c2ccccc21
    -53%&-19%[inhibitor]	x	x	x	x	-11%&2%	3%
[32] CCn1cc(C(=O)O)c(=O)c2cc3c(cc21)OCO3
    u	0%[15.4 µM]	-12%&11%	2%&4%&-12%	-6%	1%	u
[33] COc1ccc(Cn2c(O)c(C=NCCN3CCOCC3)c(=O)[nH]c2=O)cc1
    -62%[inhibitor]	-14%	u	3%	7%	-14%	2%
[34] CN1C(=O)C(=Cc2c(OCc3cnc(Cl)s3)ccc3ccccc23)C(=O)N(C)C1=O
    -38%	3%	15%[9.22 µM]	x	-12%	3%	5%
[35] O=C(CN1CC=C(c2ccccc2)CC1)NC(=O)NCc1ccccc1
    -23%	-10%	-4%	u	26%	7%	0%
[36] N/C(=N\N=C\c1ccc(O)cc1O)N[N+](=O)[O-]
    -6%	-4%	8%	20%	u	-3%	-9%
[37] COc1ccccc1N1CCN(Cc2ccccc2F)CC1
    -16%	-3%	-8%	-4%	8%	-5%	-9%
[38] CCOC(=O)CNc1ccc(C(=O)OCC)cc1[N+](=O)[O-]
    -11%[10 µM]	3%	8%	u	-4%	7%	-2%
[39] CCCC(C)C1(CC)C(=O)NC(=Nc2ccc(OC)cc2)NC1=O (stereo not given)
    9%[10 µM]	1%	2%	5%	-4%	10%	7%
[40] CN1CCc2cc(Cl)c(O)cc2[C@H]2c3ccccc3CC[C@@H]21
    u	x	-7%	x	x	-4%	0%
[41] C[N+]12CN3CN(CN(C3)C1)C2
    -83%[inhibitor][10 µM]	8%	-31%	14%	6%	-2%	-3%
[42] ClC(Cl)c1ccccc1
    -1%	x	x	x	x	-12%	12%[21.7 µM]
[43] CCC/C=N/O
    -7%	x	x	x	x	5%	5%[21.7 µM]
[44] CNC1[C@@H](O)C(OC2C(N)C[C@H](N)[C@@H](O[C@@H]3OC(C(C)O)C(O)C(O)C3N)C2O)OC[C@]1(C)O (stereo not given in full)
    -7%	x	x	x	x	-18%	9%
[45] c1ccc2c(c1)CCCC2
    20%	x	x	x	x	-3%	21%[21.7 µM]

Whole records as entered above. Values in the order: HTT ATP protect | GAA inh | HTT aggregate | Lamin A splicing | GAA glycogen mod | aGlu spleen mod | CBFb-RUNX1 inh
Cn1cc(C(=O)C(=O)N[C@H]2CN3CCC2CC3)c2ccccc21 is listed with -53%&-19%[inhibitor] | x | x | x | x | -11%&2% | 3%
CCC/C=N/O is listed with -7% | x | x | x | x | 5% | 5%[21.7 µM]
CCOC(=O)CNc1ccc(C(=O)OCC)cc1[N+](=O)[O-] is listed with -11%[10 µM] | 3% | 8% | u | -4% | 7% | -2%

The list is partial (hit frequency here may not be typical).
